High-throughput results as filed in PubChem.
TrxR1 substrate – substrates of rat thioredoxin reductase 1; O89049; purified TrxR1 substrate turnover, NADPH consumption readout; Potency, µM (top dose mostly 114 µM), without a hit: top-dose activity change, negative = substrate turnover; 0.01% of 390,000 active; AID 588456; also: potency is read from the fitted curve at half-maximal effect; % is scaled to controls: 0 for no effect and ±100 for the full control effect; nearly all actives have a fitted effect of over 50% in size
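Rat TrxR1, dispensed at 90 nM, was prereduced with 400 uM NADPH (final) for 5 min at ~22 deg C, then incubated with compound 15 min before 400 uM selenite. A first-read NADPH fluorescence drop versus no-compound background flagged substrates.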
GLS inh – blocks human kidney-isoform glutaminase activity; GLS enzymatic activity, qHTS titration; 0.21% of 410,000 active; Potency, µM (top dose mostly 45.5 µM), for inactives: at the highest dose activity change, negative = inhibition, hits mostly inhibitors; also: potency is read from the fitted curve at half-maximal effect; % is scaled to controls: 0 for no effect and ±100 for the full control effect
Target sequence (O94925 whole entry, looked up, canonical isoform): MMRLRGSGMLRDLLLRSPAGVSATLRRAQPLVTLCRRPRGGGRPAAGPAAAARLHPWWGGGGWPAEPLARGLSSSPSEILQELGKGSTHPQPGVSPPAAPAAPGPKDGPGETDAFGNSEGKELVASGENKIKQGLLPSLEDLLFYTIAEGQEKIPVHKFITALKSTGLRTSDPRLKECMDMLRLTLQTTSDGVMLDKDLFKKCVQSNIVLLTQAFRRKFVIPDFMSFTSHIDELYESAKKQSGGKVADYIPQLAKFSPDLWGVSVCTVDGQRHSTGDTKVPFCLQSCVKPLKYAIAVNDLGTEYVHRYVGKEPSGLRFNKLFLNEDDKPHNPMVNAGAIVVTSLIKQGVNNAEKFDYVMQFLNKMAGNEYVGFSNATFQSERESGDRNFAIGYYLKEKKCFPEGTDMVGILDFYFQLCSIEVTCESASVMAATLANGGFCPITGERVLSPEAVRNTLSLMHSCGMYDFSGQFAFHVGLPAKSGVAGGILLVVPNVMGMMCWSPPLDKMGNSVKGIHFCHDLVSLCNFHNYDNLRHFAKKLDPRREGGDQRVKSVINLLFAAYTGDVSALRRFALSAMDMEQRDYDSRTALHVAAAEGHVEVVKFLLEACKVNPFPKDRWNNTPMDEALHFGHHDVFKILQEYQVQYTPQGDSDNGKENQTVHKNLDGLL
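Enzyme dispensed in phosphate buffer (45 mM, pH 8.2, 0.02% Tween-20), compounds pinned in, then 1 mM L-glutamine solution and the glutamate oxidase–HRP–Amplex Red mix added; fluorescence read immediately and again after 30 min at room temperature.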
Pin1 inh – human Pin1 inhibition; Q13526; Pin1 FP peptide displacement, HiFluor488, 10 min; Potency, µM (highest dose often 115 µM), inactives show at the top dose activity, negative = inhibition, usual class: inhibitors; 0.009% of 390,000 active; active = well fitted inhibition curve with a large enough effect in the polarisation, with a control signal flat, not every such curve was filed as active; inconclusive = small, poorly fitted or top-dose-only effect, or effect the other way, or a change in a side signal; inactive = no such curve, though single readings can be large or run the other way; the % refers to the polarisation; also: potency is read from the fitted curve at half-maximal effect; % is scaled to controls: 0 for no effect and ±100 for the full control effect
Target sequence (Q13526 whole entry, looked up): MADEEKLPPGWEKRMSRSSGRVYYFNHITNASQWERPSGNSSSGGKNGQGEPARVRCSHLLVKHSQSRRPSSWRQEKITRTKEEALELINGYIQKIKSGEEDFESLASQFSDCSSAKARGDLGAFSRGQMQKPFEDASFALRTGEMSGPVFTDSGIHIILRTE
TrxR1 inh – rat TrxR1 inhibition | O89049 | recombinant rTrxR1, NADPH fluorescence consumption, selenite substrate | Potency, µM (doses to about 114 µM), for inactives: at the highest dose activity change, negative = inhibition, actives largely listed as inhibitors | 1% of 390,000 active; also: potency is read from the fitted curve at half-maximal effect; % is scaled to controls: 0 for no effect and ±100 for the full control effect; nearly all actives have a fitted effect of over 65% in size
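Rat TrxR1 (90 nM in the dispensed reagent) was pre-reduced with 400 uM NADPH for 5 min at room temperature, then incubated with compound for 15 min. After 400 uM selenite was added, NADPH fluorescence (Ex 340/Em 450 nm) was followed for 8 min.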
PGK inhibitor – blocks T. brucei phosphoglycerate kinase. 0.043% of 380,000 active. PGK/GAPDH coupled, Kinase-Glo luminescence, 60 min. Potency, µM (doses to about 57.5 µM), inactives show at the highest dose activity change, negative = inhibition, usual class: inhibitors; also: potency is read from the fitted curve at half-maximal effect; % is scaled to controls: 0 for no effect and ±100 for the full control effect; nearly all actives have a fitted effect of over 60% in size
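Recombinant glycosomal PGK reaction used 1,3-bisphosphoglycerate generated in-well by GAPDH (100nM final) in 100mM TEA pH 7.6, 5mM MgCl2, 0.01% Tween-20. After 60 minutes at room temperature, ATP was read by Kinase-Glo Plus luminescence end-point.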
USP1 inh – USP1/UAF1 (human) deubiquitinase inhibition. 0.23% of 390,000 active. AID 743255. Potency, µM (highest dose often 57.1 µM), for the others: top-dose activity change, negative = inhibition, hits mostly inhibitors. recombinant USP1/UAF1, Ub-Rhodamine cleavage fluorescence; also: potency is read from the fitted curve at half-maximal effect; % is scaled to controls: 0 for no effect and ±100 for the full control effect; nearly all actives have a fitted effect of over 60% in size; inactives centre near -12
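1 nM enzyme complex + cpd, 15 min RT; start with Ub-Rho 150nM final; kinetic fluorescence ex 480/em 540, 6 reads q60 s. Buffer 50mM HEPES pH 7.8, 0.5mM EDTA, 0.1 mg/ml BSA, 1mM TCEP, 0.01% Tween-20.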
PI4K2A inh – blocks human PI4K2A kinase activity | 0.13% of 420,000 active | AID 1346378 | activity change, negative = inhibition, % at 76.9 µM | purified PI4K2A, ADP-Glo luminescence, 1 h; hits give low values; in the data active = activity change below about -50%; inconclusive = mostly about -30% to -49%;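 also: -100% = wells without enzyme as full effect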
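ADP-Glo luminescence measured ADP generated by PI4K2A enzyme (4 ug/mL before mixing) with 1.2 mM PI substrate (pre-mix) and 300 microM ATP (pre-mix). Tris pH7.5 buffer with MgCl2, Triton X-100; 1 h reaction at ambient temperature.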
IDH1 R132H inh – inhibitors of human mutant IDH1 R132H. O75874. IDH1-R132H enzyme, NADPH consumption, diaphorase/resazurin fluorescence. 0.093% of 390,000 active. Potency, µM (highest dose often 76.6 µM), for the others: top-dose activity change, negative = inhibition, most hits filed as inhibitors. AID 602179; also: potency is read from the fitted curve at half-maximal effect; % is scaled to controls: 0 for no effect and ±100 for the full control effect; nearly all actives have a fitted effect of over 65% in size
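IDH1-R132H (0.5 ug/mL) preincubated 30 min with compound, then NADPH (0.016 mM) and alpha-KG (2 mM) added; 80 min at RT, pH 7.5. Remaining NADPH coupled via diaphorase/resazurin to fluorescence (540/590 nm); concentration-response curves normalized to no-enzyme control.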
HP1b binding inh – blocks HP1-beta chromodomain binding to methylated histone tails; AlphaScreen HP1-beta / biotin-H3K9me3 peptide binding; Potency, µM (series often up to 114 µM), without a hit: top-dose activity change, negative = inhibition, actives largely listed as inhibitors; 0.56% of 390,000 active; AID 540317; also: potency is read from the fitted curve at half-maximal effect; nearly all actives have a fitted effect of over 70% in size; inactives centre near 23
Target sequence (P83916 whole entry, looked up): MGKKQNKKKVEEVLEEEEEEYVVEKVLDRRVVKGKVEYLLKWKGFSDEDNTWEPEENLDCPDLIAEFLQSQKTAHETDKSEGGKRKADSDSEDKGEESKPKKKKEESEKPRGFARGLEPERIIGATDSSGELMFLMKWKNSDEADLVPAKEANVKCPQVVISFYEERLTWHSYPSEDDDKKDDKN
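HP1-beta protein (50 nM final) preincubated 30 min at room temperature with biotinylated H3(1-18)K9me3 peptide (50 nM) in PBS pH 7.4, 0.01% Tween-20, then compound added for 30 min. AlphaScreen streptavidin donor/nickel chelate acceptor beads (10 ug/mL final), 30 min dark, luminescence read.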
* = called active by the depositor; i = inactive; u = inconclusive; x = no result given; [ ] = another dose, or the depositor's remark. Unless noted, calls follow the shape of the dose curve; as a rule, active = well fitted curve in the direction sought with a large enough effect; inconclusive = small, poorly fitted or top-dose-only effect, or another doubt; inactive = no such curve, though single readings can be large; an effect the other way counts as inactive or inconclusive. This is a subset; the hit share may differ from the screen's.

SMILES	TrxR1 substrate	GLS inh	Pin1 inh	TrxR1 inh	PGK inhibitor	USP1 inh	PI4K2A inh	IDH1 R132H inh	HP1b binding inh
OC1CCN(c2cc(-c3ccccc3)nc3cc(-c4ccc(F)cc4)nn23)CC1	68%[activator]	0%	-4%	58%[activator]	-10%	-13%	3	1%	44%[activator]
O=C(/C=C/c1cccc(C(F)(F)F)c1)NNC(=O)c1ccncc1	-5%	20%	u	8%	-8%	-4%	-12	0%	26%
Cc1ccnc(SC2CC(=O)N(c3ccc(Cl)cc3)C2=O)n1 (centres undefined)	2%	0%	-1%	37%[2.29 µM]	-1%	7%	-2	2%	45%[activator]
CC(=O)OC(C(=O)NC1CCCCC1)c1ccccc1 (centres undefined)	-3%	u	2%	-1%	-6%	10%	0	6%	31%[activator]
O=C(OCC(=O)c1c[nH]c2ccccc12)c1cccc(S(=O)(=O)N2CCCCCC2)c1	-6%	-4%	32%[activator]	-1%	0%	-12%	-1	4%	22%
C[N+]1(CCCCC[N+]2(C)CCCC2)CCCC1	11%[57.1 µM]	2%	x	18%[57.1 µM]	x	x	-17	x	x
Cc1ccc(C)c(N2CCN(c3ncnc4c3cnn4-c3ccccc3)CC2)c1	-2%	1%	-13%	9%	u	-1%	5	-3%	13%
O=[N+]([O-])c1cccc(CSc2cccc[n+]2[O-])c1	-1%[57.1 µM]	4%	-1%	-5%[57.1 µM]	-6%	-19%	-6	-6%	29%
CCOC(=O)c1ccc(N2C(=O)c3[nH]nc(-c4ccc(OC)cc4)c3C2c2cccc(O)c2)cc1 (centres undefined)	-6%	-1%	35%[activator]	5%	i	-26%	0	11%	28%
O=c1/c(=C/c2ccc(O)c([N+](=O)[O-])c2)sc2nc3ccccc3n12	-2%[57.1 µM]	0%	8%	6%[57.1 µM]	i	-19%	2	3%	u
O=C(N/C(=C/c1cccs1)C(=O)N1CCCCCC1)c1ccccc1	-9%	8%	0%	-21%	0%	-14%	11	0%	26%
CCOc1ccc(N2CC(C(=O)N3CCN(c4ccccn4)CC3)CC2=O)cc1 (centres undefined)	4%	0%	3%	1%	-1%	2%	-4	0%	5%

Six entries from above, sorted by their value in HP1b binding inh, lowest first:
compound | HP1b binding inh
CCOc1ccc(N2CC(C(=O)N3CCN(c4ccccn4)CC3)CC2=O)cc1 (centres undefined) | 5%
Cc1ccc(C)c(N2CCN(c3ncnc4c3cnn4-c3ccccc3)CC2)c1 | 13%
O=C(OCC(=O)c1c[nH]c2ccccc12)c1cccc(S(=O)(=O)N2CCCCCC2)c1 | 22%
O=C(/C=C/c1cccc(C(F)(F)F)c1)NNC(=O)c1ccncc1 | 26%
CCOC(=O)c1ccc(N2C(=O)c3[nH]nc(-c4ccc(OC)cc4)c3C2c2cccc(O)c2)cc1 (centres undefined) | 28%
O=[N+]([O-])c1cccc(CSc2cccc[n+]2[O-])c1 | 29%

Further records follow.
SMILES	TrxR1 substrate	GLS inh	Pin1 inh	TrxR1 inh	PGK inhibitor	USP1 inh	PI4K2A inh	IDH1 R132H inh	HP1b binding inh
COC(=O)C(CO)Nc1ncnc2onc(-c3ccc(F)cc3)c12 (centres undefined)	8%[57.1 µM]	-5%	-6%	-5%[57.1 µM]	-7%	-9%	3	2%	40%[activator]
Cn1nnc2cc(C(=O)N3CCN(c4ccccn4)CC3)ccc21	-3%	3%	8%	9%	-2%	-5%	-5	-6%	-2%
CCOC(=O)c1cc2c(=O)n3ccccc3nc2n(Cc2ccco2)c1=NC(=O)c1ccc(C)c(C)c1	49%[activator]	-7%	19%	u	-5%	-25%	-3	7%	25%
Cc1cc(C)n2nc(SCCOc3ccc(F)cc3)nc2n1	-1%	-4%	2%	4%	2%	2%	1	2%	11%
O=C(O)COc1ccc(NC(=O)c2ccc(NC(=O)c3ccco3)cc2)cc1	-4%	7%	-5%	10%[57.1 µM]	-1%	-15%	-3	-3%	25%
CC(C)(Oc1ccc(Cl)cc1)C(=O)NC1=NN(c2ccccc2)C(=O)C1	0%[57.1 µM]	15%	x	-10%[57.1 µM]	-4%	0%	-10	2%	-15%
Cc1ccsc1C(=O)OCC(=O)Nc1cccc(S(=O)(=O)N2CCCCC2)c1	x	2%	x	x	-9%	u	-2	-1%	x
CCN(C(=O)c1ccco1)c1nnc(-c2ccc(OC)cc2)s1	13%	-2%	7%	-3%	3%	-6%	0	3%	9%
CN(C(=O)CCl)C1CCCc2ccccc21 (centres undefined)	-10%	2%	-2%	u	4%	-3%	-3	-1%	25%
CCC(c1nnnn1CC1CCCO1)N(CCCO)Cc1cc2cccc(C)c2[nH]c1=O (centres undefined)	1%	-5%	-10%	u	-2%	-21%	2	5%	22%
CCOC(=O)N1CCN(S(=O)(=O)c2cccc3cccnc23)CC1	-5%	11%	-3%	-8%	5%	3%	-7	1%	23%
Clc1ccc(Cn2ncc3c(NCc4ccco4)ncnc32)c(Cl)c1	5%[57.1 µM]	0%	6%	-2%[57.1 µM]	-3%	-14%	8	1%	-11%
COc1ccc(-c2[nH]c(-c3cc(OC)c4c(c3)OCO4)nc2-c2ccccc2)cc1	39%[activator]	4%	27%	-19%	2%	-12%	-7	1%	u
O=C(NC1CCCC1)C(c1ccccn1)N(Cc1ccccc1F)C(=O)c1csnn1 (centres undefined)	-1%[57.1 µM]	-10%	21%	-1%[57.1 µM]	i	-10%	0	-1%	-18%
CCOC(=O)C(Cc1ccc(NC(=O)/C(=C/c2ccccc2)NC(=O)c2ccccc2)cc1)N1C(=O)c2ccccc2C1=O (centres undefined)	-4%	-5%	-4%	-8%	-9%	-17%	1	6%	10%
CC1CCCN(C(=O)CCc2nnc(-c3ccc4c(c3)OCO4)o2)C1 (centres undefined)	3%	4%	0%	-8%	3%	-21%	-3	4%	33%
Cc1cc(Br)cc(Cl)c1OCC(=O)NC(=O)NCc1ccccc1	3%	0%	-3%	27%	-6%	-15%	-2	-9%	55%[activator]
COc1ccc(OC)c(/C=C/C(=O)c2ccc3c(c2)OCO3)c1	2%	-4%	31%[activator]	11%	-6%	-20%	0	4%	51%[activator]
NC(=O)C1CCN(c2oc(-c3cccs3)nc2S(=O)(=O)c2ccc(Br)cc2)CC1	-9%	-22%	5%	-6%	4%	u	-7	-3%	u
CCn1c(CNC(=O)c2ccc(OC)cc2)nnc1SCC(=O)Nc1ccccc1	6%	-11%	1%	9%	-4%	-23%	5	6%	23%
CCOC(=O)c1c(NC(=O)c2c(Br)cnn2C)c(C#N)nn1-c1ccccc1	6%	-5%	-3%	23%	x	-12%	-2	7%	39%
CCOC(=O)c1cnc2c(OC)cccc2c1N1CCN(c2ccccc2OC)CC1	-12%	26%	1%	-19%	-4%	-19%	8	15%	-24%
CCOc1ccc(C(=O)COC(=O)c2cc(=O)[nH]c3ccccc23)cc1	3%	5%	31%[activator]	-5%	-5%	0%	1	14%	25%
C[C@@H]1CN([C@@H](C)CO)S(=O)(=O)c2ccc(Br)cc2O[C@@H]1CN(C)C(=O)c1ccc(F)cc1	x	2%	x	x	2%	-24%	0	-5%	x

Record cards, from the list above.
`Cc1cc(Br)cc(Cl)c1OCC(=O)NC(=O)NCc1ccccc1` is listed with TrxR1 substrate: 3%; GLS inh: 0%; Pin1 inh: -3%; TrxR1 inh: 27%; PGK inhibitor: -6%; USP1 inh: -15%; PI4K2A inh: -2; IDH1 R132H inh: -9%; HP1b binding inh: 55%[activator]
`C[C@@H]1CN([C@@H](C)CO)S(=O)(=O)c2ccc(Br)cc2O[C@@H]1CN(C)C(=O)c1ccc(F)cc1` is listed with TrxR1 substrate: x; GLS inh: 2%; Pin1 inh: x; TrxR1 inh: x; PGK inhibitor: 2%; USP1 inh: -24%; PI4K2A inh: 0; IDH1 R132H inh: -5%; HP1b binding inh: x

More results
SMILES	TrxR1 substrate	GLS inh	Pin1 inh	TrxR1 inh	PGK inhibitor	USP1 inh	PI4K2A inh	IDH1 R132H inh	HP1b binding inh
CC1CC(=O)NN1C(=O)c1ccccc1 (centres undefined)	7%	8%	-1%	30%	-2%	-12%	-7	6%	-17%
CCCN(CCC)CCCNC(=S)Nc1ccc2nc3n(c(=O)c2c1)CCCCC3	1%	24%	-9%	u	-1%	2%	-4	1%	27%
COc1cc(O)oc1C=Nc1ccc(C(F)(F)F)cc1	-5%	5%	-1%	-2%	-2%	-11%	0	-1%	16%
Cc1cc(S(=O)(=O)N2CCN=C2c2ccccc2)c(C)cc1Cl	-15%	-1%	u	4%[57.1 µM]	-10%	-10%	0	7%	30%
Cc1ccccc1CN1CCN(CC2CC2)CC1CCO (centres undefined)	-5%	-5%	0%	-3%	-4%	-17%	4	-2%	35%

Quoted at random: two entries already listed
SMILES	TrxR1 substrate	GLS inh	Pin1 inh	TrxR1 inh	PGK inhibitor	USP1 inh	PI4K2A inh	IDH1 R132H inh	HP1b binding inh
Cc1ccccc1CN1CCN(CC2CC2)CC1CCO (centres undefined)	-5%	-5%	0%	-3%	-4%	-17%	4	-2%	35%
Cc1cc(S(=O)(=O)N2CCN=C2c2ccccc2)c(C)cc1Cl	-15%	-1%	u	4%[57.1 µM]	-10%	-10%	0	7%	30%
